Screens: PubChem BioAssay, several laboratories
AID2073: disruptors of CaV2.2 binding to Mint1 – biochemical, HTRF (AID 2073). HTRF protein-protein interaction, Mint1-CaV2.2; higher % means a stronger effect. inhibition, % at 20 µM; hits with a dose series show IC50 in µM. 290,000 compounds, 0.19% hits; in the data active = inhibition mostly above about 51%, no sharp cut-off; inconclusive = no clear call, values can overlap the other calls; inactive = mostly below about 53%; also: some results filed as inactive read as strong as hits
Dengue-2 NS5 capping: flavivirus cap methylation enzyme inhibition – biochemical, confirmation dose response, primary screen (AID 588689). Dengue-2 NS5 methyltransferase capping enzyme assay, biochemical; higher % means a stronger effect. one-dose inhibition, % at 25 µM; IC50 in µM for titrated hits. 340,000 compounds, 0.3% hits; in the data active = a potency from the dose series; inconclusive = inhibition above about 29% without an active follow-up result
Siah-1 displacement: Siah-1 peptide-binding antagonists, primary screen, biochemical, fluorescence polarization, rhodamine-plectin, uHTS (AID 1817) | 290,000 compounds, 0.02% hits | Siah-1 / rhodamine-plectin peptide fluorescence polarization; higher % means a stronger effect | displacement, % at 20 µM, or IC50 in µM where a hit was titrated;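 active = displacement of at least 50% at 20 µM, with a fluorescence ratio check between 0.3 and a set limit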;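 also: plate controls were Siah plus tracer with DMSO for no effect and tracer alone without Siah for full effect; strong numbers were not always called active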
LYP phosphatase: inhibitors of LYP phosphatase, biochemical, fluorescence intensity, uHTS (AID 1779). 290,000 compounds, 0.054% hits. recombinant LYP phosphatase, fluorescence intensity; higher % means a stronger effect. inhibition, % at 11.5 µM, or IC50 in µM where a hit was titrated; in the data active = inhibition above about 50%;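 also: plate controls were vehicle with enzyme for no effect and no enzyme for full effect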
RSV antiviral HEp-2: inhibition of RSV-induced cytopathic effect – HEp-2 cells, primary 10 µM value included (AID 2391); one-dose CPE inhibition, % at 10 µM; IC50 in µM for titrated hits; 310,000 compounds, 0.13% hits; HEp-2 cells, RSV-induced CPE inhibition; higher % means a stronger effect; in the data active = a potency from the dose series; inconclusive = CPE inhibition mostly from about 23% at the one dose, without a potency; inactive = the rest, 99 in 100 with CPE inhibition below about 21%; also: strong numbers were not always called active
Large T inhibition: SV40 large T antigen inhibitors, biochemical (AID 1903) | SV40 large T antigen ATPase/helicase inhibition assay; higher % means a stronger effect | 310,000 compounds, 0.39% hits | one-dose inhibition, % at 20 µM; IC50 in µM for titrated hits; in the data active = a potency from the dose series; inconclusive = inhibition mostly from about 32% at the one dose, without a potency; inactive = the rest, 99 in 100 with inhibition below about 32%; also: strong numbers were not always called active
Rac1 GTP hydrolysis: MgcRacGAP GTPase-activating activity inhibitors, confirmation, biochemical, ADP Hunter fluorescence. MgcRacGAP-stimulated Rac1 GTP hydrolysis, ADP Hunter fluorescence; higher % means a stronger effect; GST-tagged Rac1 F28L mutant substrate. one-dose inhibition, % at 30 µM; IC50 in µM for titrated hits. 340,000 compounds, 0.6% hits. AID 624330;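 active = first-screen hits whose inhibition reached a set limit at any dose in the follow-up dose series; inconclusive = inhibition above the set first-screen limit but never retested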;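 also: fluorescence reports GDP produced by GAP-driven GTP hydrolysis; strong numbers were not always called active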
HIV peptide binding: inhibitors of HIV fusion peptide binding, primary screen, biochemical, uHTS, fluorescence dequenching (AID 1986). cell-free peptide binding, fluorescence dequenching, 30 min; higher % means a stronger effect. inhibition, % at 20 µM; hits with a dose series show IC50 in µM. 290,000 compounds, 0.3% hits; in the data active = inhibition mostly above about 52%, no sharp cut-off; inactive = mostly below about 76%; also: some results filed as inactive read as strong as hits
XIAP displacement: small molecules displacing peptide from XIAP – biochemical, IAP family, fluorescence polarization (AID 1018); displacement, % at 20 µM; hits with a dose series show IC50 in µM; XIAP BIR domain, fluorescence polarization peptide displacement; higher % means a stronger effect; 200,000 compounds, 0.007% hits; in the data active = displacement above about 50%; also: a part of the inactive calls stands beside numbers as strong as those of hits
Dengue-2 NS5 capping pilot replicate: second read-out of Dengue-2 NS5 capping, no call of its own (marks repeat the call); inhibition, %; measured here: pilot screen replicate inhibition
* hit, by the source's call; ? = inconclusive; nt = not tested or not shown; & = joins results of further samples.

SMILES | AID2073 | Dengue-2 NS5 capping | Siah-1 displacement | LYP phosphatase | RSV antiviral HEp-2 | Large T inhibition | Rac1 GTP hydrolysis | HIV peptide binding | XIAP displacement | others
COCCCN(C(=O)Nc1ccccc1)C(C)c1ccncc1 (stereo not drawn) | -7% | -3% | 3% | -5% | 0.8% | 2% | 0% | 2.1% | -2.7%
CCCc1cc(=O)[nH]c(SCC(=O)C(C)(C)C)n1 | -14% | -1% | -2% | -6% | 0.1% | 18% | 9% | 1.0% | -4.7%
O=C(Cc1cccs1)NCc1ccncc1 | -7% | -3% | -4% | -5% | 0.7% | -3% | 10% | 0.2% | -2.1%
CC(Cl)C(=O)Nc1c2c(nn1-c1ccccc1)CSC2 (stereo not drawn) | 5% | -4% | 4% | -11% | -2.1% | 6% | -4% | -0.3% | nt
CC(C)c1ccc2oc(-c3ccc(NC(=O)c4ncn[nH]4)cc3)nc2c1 | 31% | 0% | -6% | -8% | 42µM* | 1% | 7% | 1.9% | -6.5%
Cc1cc(NC(=O)Nc2cccc3ccccc23)no1 | -1%&0% | -2% | -3%&16% | -3%&-2% | 3.7% | 20% | 8% | 1.4%&-1.4% | -6.8%
Cc1cc(=O)[nH]c(-c2cccs2)n1 | -4% | 11% | 2% | -9% | -2.1% | 6% | -1% | -1.6% | nt
Cc1ccccc1C(=O)Nc1ccc(C(=O)N/N=C/c2ccncc2)cc1 | -9% | 0% | 4% | -6% | 1.4% | 2% | 2% | -1.8% | -18%
CCOC(=O)c1c(-c2ccc(F)cc2)csc1/N=C/N(C)C | -9% | 2% | 0% | 1% | 21% | 9% | -2% | -0.1% | -3.8%
COC(=O)c1c(NC(=O)c2ccccc2F)sc(C(=O)N2CCOCC2)c1C | 36% | -1% | 2% | 0% | 1.5% | 3% | 3% | -1.5% | nt
CCCCOc1ccc(N2CC(C(=O)NCc3ccco3)CC2=O)cc1 (stereo not drawn) | 12% | -11% | 0% | -2% | 1.0% | -1% | 7% | 0.1% | nt
CC(C)(C)n1nc(Cc2cccc3ccccc23)c(C#N)c1N | nt | -2% | nt | nt | 4.5% | 1% | 5% | nt | nt
Cc1nc(SCC(=O)c2ccc(F)cc2)n[nH]1 | -12% | -7% | -1% | -7% | 8.1% | 11% | 14% | -4.0% | -2.7%
CC1(C)Cc2cccc(OCC(=O)OCC(=O)Nc3ccccc3)c2O1 | nt | 1% | nt | nt | -0.5% | 1% | 6% | nt | nt
CCN(Cc1ccc2c(c1)OCO2)C(=O)/C=C/c1cccc(Br)c1 | 7% | -2% | 2% | -7% | 16% | 4% | 8% | 1.0% | nt
CC(C)c1cc(C(=O)OCC(=O)N2CCN(C(=O)c3ccco3)CC2)c(O)c(C(C)C)c1 | 6% | 1% | 8% | -4% | 3.6% | 12% | 8% | -1.3% | nt
Cn1c(=O)c(C(=O)c2ccccc2)nc2ccccc21 | 0% | 0% | 0% | -8% | 1.1% | 0% | 1% | 2.8% | -3.5%
COc1ccc(CNC(=S)Nc2cc(C)ccc2C)cc1 | -15% | 7% | -3% | 0% | 0.9% | 4% | 9% | -3.2% | -23%
Cn1cc(CCNC(=O)CCc2nnc(CCCCc3ccccc3)o2)cn1 | -5% | 2% | -1% | -6% | 1.5% | 4% | -2% | -0.3% | -2.7%
COc1ccc(-c2cc(-c3ccccc3)nc(SCC(=O)Nc3ncc(C)s3)c2C#N)cc1 | 30% | 0% | 5% | -8% | 9.1% | 8% | 5% | 3.8% | -1.8%
Cc1ccc(-c2nn(-c3ccccc3)cc2/C=C2\SC(=S)N(CCCCCC(=O)O)C2=O)o1 | 42% | -2% | 5% | 6% | 8.3% | -1% | 19% | 82%* | nt
C/C(N)=C(/C#N)C(=O)COC(=O)Cc1coc2ccc3ccccc3c12 | 21% | -8% | 5% | -5% | 2.0% | -4% | 7% | 1.4% | -2.8%
CCCCOC(=O)C(C)Oc1ccc(=O)n(-c2ccccc2)n1 (stereo not drawn) | -4% | 0% | 2% | -7% | 1.0% | ? | 10% | -2.0% | -2.6%
COc1cccc(CN(C)CC(=O)NCc2ccc(F)cc2)c1OC | 30% | -3% | -4% | -10% | -2.6% | -3% | 10% | -0.6% | nt
CC(C)(C)NC(=O)C(OC(=O)Cn1nnc(-c2ccc(F)cc2)n1)c1ccncc1 (stereo not drawn) | -2% | -8% | -3% | -10% | 2.1% | 7% | 4% | -1.2% | -4.9%
Cc1cc(=O)[nH]c(Nc2cccc(Cl)c2C)n1 | 6% | -6% | 2% | -3% | 4.2% | 4% | 3% | -1.2% | nt
C=CC(=O)Nc1sc2c(c1C(N)=O)CCCC2 | nt | -8% | nt | nt | 11% | 19% | 5% | nt | nt
CC(C)(C)C1CCC(=O)N(CCOc2ccccc2)CC1 (stereo not drawn) | 7% | -8% | -4% | -11% | 0.9% | 6% | 5% | 0.6% | nt
O=C1OCc2cccc([N+](=O)[O-])c21 | -10% | -4% | 12% | -6% | 1.0% | 12% | -6% | -2.7% | -9.3%
Cc1ccnc2nc(C(=O)NC3CCCc4ccccc43)nn12 (stereo not drawn) | -4% | -6% | -3% | -4% | 0.2% | 30% | -3% | -0.6% | -4.8%
CS(=O)(=O)Nc1ccccc1N=C(c1ccccc1)c1ccccc1 | 1% | 3% | 4% | -6% | 0.7% | 12% | 10% | 0.6% | nt | Dengue-2 NS5 capping pilot replicate=-1.5
COc1ccc(/C(O)=C2/C(=O)C(=O)N(CC3CCCO3)C2c2ccc(O)c(OC)c2)cc1 (stereo not drawn) | -3% | 8% | -3% | -6% | -1.3% | 0% | 3% | -2.1% | 2.2%
CCc1ccc(NC(=O)c2cnccn2)cc1 | 10% | -7% | -4% | -9% | -1.0% | -1% | 9% | 0.1% | nt
CCN(CC)S(=O)(=O)c1cccc(NC(=O)c2ccc(SC)cc2OC)c1 | 15% | -8% | -1% | -3% | 15% | 7% | 12% | -1.1% | -5.0%
COc1ccc(/C=C/C(=O)N2CCN(S(=O)(=O)/C=C/c3ccccc3)CC2)cc1OC | 13% | -5% | 7% | -8% | 0.9% | 5% | 5% | 1.4% | 12%
O=C(O)c1[nH]c2ccccc2c1NS(=O)(=O)Cc1ccccc1 | 9% | 10% | 3% | -3% | -0.8% | 15% | 11% | 0.1% | -6.1% | Dengue-2 NS5 capping pilot replicate=0.3
O=C(CN1C(=O)c2ccccc2C1=O)Nc1cc(C(=O)O)cc(C(=O)O)c1 | -1% | -3% | 10% | -4% | 0.7% | 6% | 0% | -0.2% | nt
COc1cccc(NC(=O)Cn2c3ccccc3c3nc4n(c(=O)c32)CCCS4)c1 | 11% | -9% | 14% | -6% | 5.0% | 13% | 11% | 0.5% | nt
CCn1cc(CNCc2cn(-c3ccccc3C)nc2-c2ccc(OC)c(F)c2)cn1 | 12% | -4% | 3% | -6% | -2.0% | nt | 7% | 2.8% | -5.0%
Cc1n[nH]c(=O)c2c(NC(=O)COC(=O)Cc3ccc(Cl)cc3Cl)oc(C)c12 | nt | 4% | nt | nt | 0.0% | 12% | 9% | nt | nt

Fetched by structure from the list above, seven records:
SMILES | AID2073 | Dengue-2 NS5 capping | Siah-1 displacement | LYP phosphatase | RSV antiviral HEp-2 | Large T inhibition | Rac1 GTP hydrolysis | HIV peptide binding | XIAP displacement | others
O=C(CN1C(=O)c2ccccc2C1=O)Nc1cc(C(=O)O)cc(C(=O)O)c1 | -1% | -3% | 10% | -4% | 0.7% | 6% | 0% | -0.2% | nt
COc1ccc(-c2cc(-c3ccccc3)nc(SCC(=O)Nc3ncc(C)s3)c2C#N)cc1 | 30% | 0% | 5% | -8% | 9.1% | 8% | 5% | 3.8% | -1.8%
Cc1ccc(-c2nn(-c3ccccc3)cc2/C=C2\SC(=S)N(CCCCCC(=O)O)C2=O)o1 | 42% | -2% | 5% | 6% | 8.3% | -1% | 19% | 82%* | nt
COc1ccc(/C=C/C(=O)N2CCN(S(=O)(=O)/C=C/c3ccccc3)CC2)cc1OC | 13% | -5% | 7% | -8% | 0.9% | 5% | 5% | 1.4% | 12%
COC(=O)c1c(NC(=O)c2ccccc2F)sc(C(=O)N2CCOCC2)c1C | 36% | -1% | 2% | 0% | 1.5% | 3% | 3% | -1.5% | nt
COCCCN(C(=O)Nc1ccccc1)C(C)c1ccncc1 (stereo not drawn) | -7% | -3% | 3% | -5% | 0.8% | 2% | 0% | 2.1% | -2.7%
CCN(Cc1ccc2c(c1)OCO2)C(=O)/C=C/c1cccc(Br)c1 | 7% | -2% | 2% | -7% | 16% | 4% | 8% | 1.0% | nt

(next part)
SMILES | AID2073 | Dengue-2 NS5 capping | Siah-1 displacement | LYP phosphatase | RSV antiviral HEp-2 | Large T inhibition | Rac1 GTP hydrolysis | HIV peptide binding | XIAP displacement | others
CC(=O)NCCn1c(SCc2cc(=O)n3cc(Cl)ccc3n2)nc2ccccc2c1=O | 0% | -6% | -1% | -5% | 1.7% | nt | -1% | -4.3% | -6.2%
O=C(COC(=O)CCSc1ccccc1)NCc1ccccc1Cl | 8% | -4% | -3% | -4% | 2.0% | 0% | 2% | -2.8% | -6.8%
COc1cc2cc(Oc3ccc4ccc(=O)oc4c3)c(=O)oc2cc1O | -2% | -1% | 3% | 0% | nt | 24%&10% | 21% | -2.7% | -12%
O=C(O)c1cc(NC(=S)NC(=O)C(c2ccccc2)c2ccccc2)ccc1Cl | 5% | 12% | 2% | 2% | 3.4% | 30% | -1% | 18% | -7.0%
COc1ccc(-c2[nH]c(-c3ccccc3)nc2SCC(=O)Nc2nccs2)cc1 | -15% | -3% | -7% | -6% | 1.1% | 6% | 11% | -1.3% | -14%
C=CCn1c(SCc2ccc(C(=O)O)cc2)nc2sc(C)c(C)c2c1=O | -29% | -2% | 0% | -5% | 0.5% | 14% | 0% | 11% | nt
CS(=O)(=O)N(CC(=O)N1CCN(Cc2ccc3c(c2)OCO3)CC1)Cc1ccc(Cl)cc1 | -2% | -3% | 0% | -6% | -1.9% | 5% | 2% | 0.1% | -5.9%
Cc1cc2nc(=O)c(/C=C3\C=Nc4ccccc43)c(N)n2o1 | 17% | nt | -9% | -4% | 2.0% | 0% | nt | -1.1% | nt
CCc1ccc(OC2=NS(=O)(=O)c3ccccc32)cc1 | -1% | -17% | 3% | 5% | nt | 11% | 3% | 0.1% | -2.7%
CCOCCCNCc1cc(Br)ccc1OCC | -13% | -7% | 3% | -7% | 1.2% | 8% | -1% | 1.5% | -4.7%
COc1ccc(NCc2nnc(SCC(=O)N3CCCc4ccccc43)o2)cc1 | -19% | 8% | -4% | -5% | 4.1% | 13% | 7% | -0.6% | -1.4%
Oc1ccccc1-c1csc(-c2ccccc2)n1 | -8% | 5% | 0% | -1% | 12% | 7% | 9% | -0.2% | -6.6%
Cc1nn(Cc2cccc(C(=O)NCC(C)C)c2)c(C)c1Br | 10% | -9% | -5% | -3% | 6.7% | 1% | 1% | 0.9% | -8.5%
Cc1cccc(NC(=S)N/N=C2/CCCCc3ccccc32)c1 | 3% | -5% | -10% | 1% | 3.5% | 17% | 13% | -1.6% | 0.8%
